PG9 Ab binder – small molecules binding HIV-1 gp120 antibody PG9; TR-FRET gp120-PG9 antibody binding; inhibition, % at 6.7 µM; 0.43% of 360,000 active; AID 624416; in the data active means inhibition above about 8.5%
PRMT1 FP inh – PRMT1 (human) inhibition, primary screen; Q99873; recombinant PRMT1, activity-based probe fluorescence polarization; inhibition, % at 2.79 µM; 1.3% of 370,000 active;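 active means inhibition above about 21% made by adding two undisclosed values, limit read from the data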
Target sequence (Q99873 whole entry, looked up): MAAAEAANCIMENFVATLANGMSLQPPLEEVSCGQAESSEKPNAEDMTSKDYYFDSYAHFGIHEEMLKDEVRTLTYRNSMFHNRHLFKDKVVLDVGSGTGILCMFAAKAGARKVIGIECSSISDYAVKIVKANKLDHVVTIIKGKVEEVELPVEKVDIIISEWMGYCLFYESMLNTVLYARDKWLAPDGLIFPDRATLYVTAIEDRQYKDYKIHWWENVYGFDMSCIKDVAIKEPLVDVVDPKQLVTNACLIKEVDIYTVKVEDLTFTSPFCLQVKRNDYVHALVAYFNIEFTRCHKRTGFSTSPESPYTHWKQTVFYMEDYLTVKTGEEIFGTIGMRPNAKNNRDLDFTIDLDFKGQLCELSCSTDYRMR
MBD2 inh – MBD2-methylated oligo binding inhibition; TR-FRET, MBD2 binding to methylated oligonucleotide; 0.31% of 370,000 active; Q9UBB5; inhibition, % at 4.4 µM; AID 686964; in the data active means inhibition above about 13%
Target sequence (Q9UBB5 whole entry, looked up): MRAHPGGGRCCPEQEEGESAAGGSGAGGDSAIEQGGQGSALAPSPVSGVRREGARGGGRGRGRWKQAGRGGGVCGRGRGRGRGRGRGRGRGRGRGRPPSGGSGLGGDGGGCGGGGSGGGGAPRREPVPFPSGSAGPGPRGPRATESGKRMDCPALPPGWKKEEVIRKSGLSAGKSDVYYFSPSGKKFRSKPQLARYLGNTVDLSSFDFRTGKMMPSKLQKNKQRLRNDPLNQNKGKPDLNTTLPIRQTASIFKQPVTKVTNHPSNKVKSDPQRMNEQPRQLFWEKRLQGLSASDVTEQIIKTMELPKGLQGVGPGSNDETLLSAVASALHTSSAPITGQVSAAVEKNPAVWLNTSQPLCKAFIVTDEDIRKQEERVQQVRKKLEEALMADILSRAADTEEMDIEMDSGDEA
rCAG RNA binder – r(CAG) repeat RNA binding. TO-PRO-1 dye displacement fluorescence. inhibition, % at 3 µM. 1.3% of 370,000 active. AID 651821;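 active means inhibition above the plate cutoff, the mean of all test compounds on that plate plus 3 SD, cut at about 35% in these data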;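 further: 0% = DMSO alone and 100% = 100 µM mitoxantrone as full dye displacement; higher means more dye released from RNA so lower well fluorescence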
UHRF1 MBD2 ctr – blocks human UHRF1 binding to methylated DNA; inhibition, % at 4.4 µM; UHRF1 binding to methylated oligo, TR-FRET; Q96T88; 0.75% of 370,000 active; in the data active means inhibition above about 21%;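 further: UHRF1 SRA domain binding a hemimethylated CpG hairpin DNA probe; 0% = median of test compound wells and 100% = reference inhibitor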
TCR-CD3 inh – human TCR-CD3 binding inhibition; inhibition, % at 9.4 µM; TAMRA-labeled TCR probe fluorescence, biochemical; 0.37% of 360,000 active; in the data active means inhibition above about 19%;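 further: recombinant mutant TCR 2C K166C tagged with TAMRA read by polarization; 0% = receptor in buffer alone and 100% = receptor with positive control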
mABHD4 FP – ABHD4 (mouse) inhibition, primary FP screen; purified mABHD4, FP-Rh probe fluorescence polarization; 0.54% of 370,000 active; inhibition, % at 8.92 µM;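 active means inhibition exceeding the mean over every tested compound plus 3 SD, cut at about 30% in these data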;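 further: 0% = plate median of compound wells and 100% = S159A mutant with DMSO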
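Assay system: Wild-type mouse ABHD4 protein | Medium: HEPES pH 7.0 buffer, 150 mM NaCl, 0.01% Pluronic F-127 | Incubation: Enzyme–compound pre-incubation 45 min, then probe 60 min, both 25 °C | Technique: Fluorescence polarization with parallel and perpendicular emission, 525/598 nm | Evaluation: % inhibition of FP-Rh probe binding versus controls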
LEDGF integ inh – blocks HIV-1 LEDGF/p75-dependent DNA integration; TR-FRET IN-LEDGF/p75 DNA integration, Eu/Cy5; inhibition, % at 3.7 µM; 0.64% of 370,000 active; AID 743269;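 active means inhibition above the screen-wide mean plus 3 SD, cut at about 13% in these data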;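 further: signal is the Cy5 over europium emission ratio at 671 and 618 nm; 0% = plate median of compound wells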
Rev-erbA mod – modulates human Rev-erb alpha binding to DNA | AID 1259318 | 0.79% of 370,000 active | Rev-erbα–FITC-DNA binding, fluorescence polarization, 90 min | activity, % at 10 µM;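 active means activity above about 14%, limit read from the data; passing the limit was not always enough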;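 further: 0% = DMSO wells with 35 nM protein and 100% = DMSO wells with 750 nM protein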
HTRA1 inhibitor – HTRA1 (human) protease inhibition; inhibition, % at 5.96 µM; 0.5% of 340,000 active; recombinant HTRA1, FP-rhodamine activity-based probe, fluorescence polarization; in the data active means inhibition above about 36%;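 further: 0% = enzyme with DMSO and 100% = wells lacking enzyme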
* = called active by the depositor; i = inactive; x = no result given; & = joins results of further samples.

cpd	SMILES	PG9 Ab binder	PRMT1 FP inh	MBD2 inh	rCAG RNA binder	UHRF1 MBD2 ctr	TCR-CD3 inh	mABHD4 FP	LEDGF integ inh	Rev-erbA mod	HTRA1 inhibitor
1	CCN(CC)P(=S)(c1c(C)nc2ccccn12)c1c(C)nc2ccccn12	-0.7	24*	3	-8	0	-5	6	-4	0	-7
2	COC(/C(C)=C/C=C/C(C)=C/c1coc(C)n1)C(C)C1CC(O)C2(C)OC2C=CC(C)C2CC(CC(=O)O2)CC2OC2C(=O)O1 (stereo not drawn)	-0.1	-3	-6	8	-2	-6	-9	10	5	-5
3	C[C@@H]1O[C@@H](O[C@H]2C[C@@H](O)[C@]3(CO)[C@@H]4C(CC[C@]3(O)C2)[C@@]2(O)CC[C@H](C3COC(=O)C3)[C@@]2(C)C[C@H]4O)[C@H](O)[C@H](O)[C@H]1O (stereo partly drawn)	-1.6	4	0	0	-1	3	6	-4	7	2
4	CC(C)(C)c1cc(O)ccc1O	2.4	10	2	0	-4	-2	6	-7	-3	x
5	O=C(CCc1ccccc1)N1C[C@H]2C[C@@H](C1)c1cccc(=O)n1C2	-1.1	-6	1	-2	-2	7	6	1	0	7
6	CCOC(=O)c1cccc(C2=C(CNC(C)=O)[C@H]3CC[C@@H](C2)N3Cc2ccccc2)c1	-0.8	-1	-1	1	0	-2	5	-7	9	-3
7	Nc1ccccc1C(=O)OCC(=O)Nc1ccc(Br)cc1F	2.1	-2	0	1	0	-1	-9	-2	6	-1
8	C[C@H](CO)N1C[C@H](C)[C@@H](CN(C)C(=O)Oc2cccc3ccccc23)OCc2cn(nn2)CCCC1=O	-0.8	1	1	0	0	-5	-1	-4	-4	3
9	O=C(COc1ccc2ccccc2c1)N1CCN(CC2CC3C=CC2C3)CC1 (stereo not drawn)	-1.1	1	0	-6	0	2	11	3	-2	-16
10	CC1C(c2cccs2)=[N+]([O-])C(C)(C(=O)c2cccs2)N1O (stereo not drawn)	-2.1	-3	2	-2	-4	3	-2	2	8	0

Going on with the list.
cpd	SMILES	PG9 Ab binder	PRMT1 FP inh	MBD2 inh	rCAG RNA binder	UHRF1 MBD2 ctr	TCR-CD3 inh	mABHD4 FP	LEDGF integ inh	Rev-erbA mod	HTRA1 inhibitor
11	CCOC(=O)c1c(N)n(CCN2CCOCC2)c2nc3ccccc3nc12	-1.1	-2	-12	-3	-5	0	4	0	-5	2
12	CCCCn1c(=O)c(C=Nc2cc([N+](=O)[O-])ccc2OC)c(O)n(CCCCl)c1=O	-2.1	-2	-2	-3	-5	-3	-3	0	1	0
13	CC(C)(C)n1nnnc1C(c1cccc2ccccc12)N1CCC2(CC1)C(=O)NCN2c1ccccc1 (stereo not drawn)	1.1	0	0	6	-4	-1	3	4	2	x
14	CCn1c(O)c(C=Nc2ccc(N3CCOCC3)c(Br)c2)c(=O)n(CC)c1=S	-0.5	1	0	3	-1	14	0	2	-2	3
15	O=P1(Oc2ccccc2)C[C@@H](O)[C@@H](O)[C@H](COCc2ccccc2)O1 (stereo partly drawn)	0.8	0	4	-4	1	-2	-3	-4	-4	6
16	CCN(CC(=O)Nc1ccc(C#N)c(Cl)c1)CC(=O)NC1CCS(=O)(=O)C1 (stereo not drawn)	0.3	3	2	-1	1	7	4	-1	2	-3
17	CN1CCC(O)(c2ccccc2)C(C(=O)c2ccccc2)C1 (stereo not drawn)	-0.5	3	4	-3	9	0	-16	-3	0	0
18	NC(=O)Nc1ccc(C(=O)OCC(=O)Nc2ccc(Cl)cc2C(=O)c2ccccc2)cc1	-0.9	-4	3	0	-5	1	-20	0	-2	-22
19	CC(=NCc1cccnc1)c1c(O)n(Cc2ccccc2)c(=O)[nH]c1=O	1.6	-2	-5	-2	-1	-1	1	4	-2	3
20	CSc1ccc(CN2CCN(c3ccccc3C)CC2)cc1	-0.9	-3	1	-8	-3	8	8	6	3	-2

Additional results.
cpd	SMILES	PG9 Ab binder	PRMT1 FP inh	MBD2 inh	rCAG RNA binder	UHRF1 MBD2 ctr	TCR-CD3 inh	mABHD4 FP	LEDGF integ inh	Rev-erbA mod	HTRA1 inhibitor
21	O=C(CCN1CCOCC1)Nc1ccc(Br)cc1C(=O)c1ccccc1	-0.4	-3	-1	-5	-1	-5	14	-1	-1	-12
22	CC1=CC2OC3CC4OC(=O)C=CC=CC(C(C)O)OCC(O)C(C)CC(=O)OCC2(CC1O)C4(C)C31CO1 (stereo not drawn)	0.9	-1	2	3	-1	3	7	-1	-3	3
23	O=c1c2ccccc2nc(CSc2ncnc3nc[nH]c23)n1-c1ccccc1Cl	-1.1	1	0	7	-1	3	4	-1	-6	-9
24	COC(=O)C1=CO[C@@H](C)[C@@H]2CN(CCc3c[nH]c4ccccc34)CC[C@H]12	0.0	-7	1	-7	3	0	1	3	7	-4
25	C[C@H]1CN([C@@H](C)CO)C(=O)CCCn2nncc2CO[C@H]1CN(C)C(=O)Oc1ccccc1	-2.1	-2	1	0	2	11	4	5	-6	3
26	COC(=O)C1=C(c2cc3ccccc3s2)C[C@@H]2CC[C@H]1N2C(=O)NC1CCCCC1	-0.7	0	-2	-1	4	1	-16	2	4	-30
27	O=C1N(c2ccc(Cl)cc2)C(c2cccnc2)N2CCCN12 (stereo not drawn)	-1.5	-3	2	0	4	0	-4	5	-7	3
28	Nc1cnn(-c2ccccc2)c(=O)c1Cl	0.0	-1	0	0	-3	-2	3	-3	2	-10
29	N#Cc1cc(F)c(N2CCNCC2)cc1Cl	0.4	0	-1	5	-5	-6	1	-2	11	-1
30	C[N+]1(C)C2CCC1CC(OC(=O)c1ccco1)C2 (stereo not drawn)	-1.1	-3	-6	-2	-1	7	1	-7	-2	8

Part of the list above with just UHRF1 MBD2 ctr, MBD2 inh and HTRA1 inhibitor:
nr	compound	UHRF1 MBD2 ctr	MBD2 inh	HTRA1 inhibitor
14	CCn1c(O)c(C=Nc2ccc(N3CCOCC3)c(Br)c2)c(=O)n(CC)c1=S	-1	0	3
15	O=P1(Oc2ccccc2)C[C@@H](O)[C@@H](O)[C@H](COCc2ccccc2)O1 (stereo partly drawn)	1	4	6

Going on with the list:
cpd	SMILES	PG9 Ab binder	PRMT1 FP inh	MBD2 inh	rCAG RNA binder	UHRF1 MBD2 ctr	TCR-CD3 inh	mABHD4 FP	LEDGF integ inh	Rev-erbA mod	HTRA1 inhibitor
31	OC(CN1CCC(c2c[nH]c3ccccc23)CC1)C(F)(F)F (stereo not drawn)	-0.6	1	3	0	1	-6	-2	-3	0	7
32	COc1c2c(cc3c1OCO3)CCN(C)C2	-1.6	3	4	0	1	-5	-3	-1	-1	-1
33	COc1cc(CN2CCN(c3cc(C)ccc3C)CC2)ccc1O	0.9	-1	4	-5	1	2	3	-1	-1	8
34	Cc1cc(=O)oc2c(C)c(OCC(=O)N3CCN(Cc4ccc5c(c4)OCO5)CC3)ccc12	-1.4	1	1	-1	1	5	1	2	-8	6
35	CCN1C[C@@]2(COC)C3[C@@H](OC)[C@H]4[C@@H]1[C@@]3(C1C[C@H]3[C@H](O)C1[C@]4(O)C[C@H]3OC)[C@@H](OC)C[C@H]2O (stereo partly drawn)	0.0	-1	-1	1	0	-5	0	3	0	5
36	COC(=O)C1=C(c2c(C)noc2C)C[C@@H]2CC[C@H]1N2C(=O)N1CCC(O)(c2ccc(Cl)cc2)CC1	-1.2	1	-4	-8	1	-3	7	1	-2	-2
37	COc1ccccc1-n1c(O)c(/C=N/NC(=S)Nc2ccccc2)c(=O)[nH]c1=S	-2.3	7	2	9	0	-32	-10	-2	-2	x
38	c1ccc2c(c1)OCC(C1=NCCN1)O2 (stereo not drawn)	1.9	3	2	1	0	1	-6	1	12&0	1
39	O=C(O)c1ccccc1-c1ccc(C=C2C(=O)N(c3ccccc3)C(=S)N(c3ccccc3)C2=O)o1	-0.4	39*	5	57*	13	-6	8	2	-4	-12
40	O=P1(Oc2ccccc2)CC=C[C@H](COCc2ccccc2)O1 (stereo partly drawn)	-0.1	-1	-2	-5	-4	5	3	1	-1	-5

(listing goes on)
cpd	SMILES	PG9 Ab binder	PRMT1 FP inh	MBD2 inh	rCAG RNA binder	UHRF1 MBD2 ctr	TCR-CD3 inh	mABHD4 FP	LEDGF integ inh	Rev-erbA mod	HTRA1 inhibitor
41	C=CCn1c(O)c(C(C)=Nc2ccc(C(=O)O)cc2)c(=O)[nH]c1=O	2.2	9	0	0	-5	11	7	-3	-3	5
42	C=CCn1c(O)c(C(C)=NCCN2CCCCC2)c(=O)[nH]c1=O	-2.2	3	-3	0	-1	1	-5	7	0	2
43	Cc1ccc(Cn2nnnc2CN2CCC(n3nnc4cc(C)ccc43)CC2)cc1	0.3	-1	-1	-3	3	4	-24	4	-1	-9
44	CC(=O)c1ccc2c(c1)C1C(Cl)C(Sc3ccccc3[N+](=O)[O-])CC1C(C(=O)O)N2 (stereo not drawn)	-6.2	49*	4	87*	9	28*	54*	14*	-24	88*
45	CC1=C(C(=O)OC(C)C)[C@]2(C(=O)N(CC(N)=O)c3ccccc32)C(C#N)=C(N)O1	-0.4	0	5	-4	-1	5	1	-1	0	1
46	CCC(=O)CC(c1ccc([N+](=O)[O-])cc1)c1c(O)c2ccccc2oc1=O (stereo not drawn)	0.8	-2	-4	4	0	5	1	1	-1	3
47	N=c1ccccn1Cc1ccccc1	0.2	2	-1	0	-1	-1	0	-6	x	-1
48	COc1ccc(-c2nn(CCC#N)cc2C(=O)Nc2ccc(C(C)=O)cc2)cc1[N+](=O)[O-]	-3.7	1	-6	8	-1	-1	-2	-2	-3	-19
49	O=C1CN=C(c2ccccc2Cl)c2cc(Br)ccc2N1	0.4	-2	-6	0	3	-11	-8	6	-1	1
50	Cc1cccc(CN(C)C)c1OC(=O)N(C)C	-0.2	-1	-1	5	0	-3	0	0	1	0

Values in list order from above.
MBD2 inh, entries 16–27, in order: 2, 4, 3, -5, 1, -1, 2, 0, 1, 1, -2, 2
Rev-erbA mod, entries 16–27, in order: 2, 0, -2, -2, 3, -1, -3, -6, 7, -6, 4, -7

Remaining list, next part.
cpd	SMILES	PG9 Ab binder	PRMT1 FP inh	MBD2 inh	rCAG RNA binder	UHRF1 MBD2 ctr	TCR-CD3 inh	mABHD4 FP	LEDGF integ inh	Rev-erbA mod	HTRA1 inhibitor
51	CCOC(=O)C1CCCN(c2ccc([N+](=O)[O-])c3nonc23)C1 (stereo not drawn)	-0.7	122*	-33	i	-33	140*	67*	-1	57*	47*
52	CCn1c(O)c(/C(C)=N/N2CCCCC2c2cccnc2)c(=O)[nH]c1=S (stereo not drawn)	-0.3	-2	3	-5	3	-7	-4	2	4	-2
53	N#CC(CCN1CCOCC1)(c1ccccc1)c1ccccc1	-0.7	2	4	-6	-1	2	-3	2	-5	1
54	COc1ccc(C2=NCC(=S)Nc3ccc(Cl)cc32)cc1Cl	-1.5	40*	0	1	-1	6	1	5	-2	-6
55	CCC(C)C1N=C(c2ccccc2)c2cc(Cl)ccc2N(CC(=O)NCc2ccco2)C1=O (stereo not drawn)	1.5	4	-2	9	-1	0	1	-1	-4	-6

Source: PubChem BioAssay (several laboratories)

This is a subset; the hit share may differ from the screen's.
